Screens deposited in PubChem by several laboratories.
SSB-PriA inh = inhibitors of Klebsiella pneumoniae PriA binding to SSB C-terminal tail, primary screen, biochemical, AlphaScreen; PriA–SSB C-terminal tail interaction (Klebsiella pneumoniae); AlphaScreen SSBct-PriA binding, biotinylated peptide; inhibition, % at 33 µM; 430,000 compounds, 0.6% hits; AID 1272365, 2023; in the data active means inhibition mostly above about 37%, no sharp cut-off; inactive means mostly below about 20%;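 further: plate controls were negative control peptide for no effect and reference peptide for full effect; strong numbers were not always called active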
Rv3671c protease = Rv3671c serine protease inhibitors, primary screen, biochemical, fluorescence polarization, M. tuberculosis H37Rv; inhibition, % at 5.96 µM; P9WHR9; 320,000 compounds, 0.048% hits; AID 2606, 2010; in the data active means inhibition above about 38%;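 further: extracellular domain of Rv3671c used as enzyme; 0% = enzyme with DMSO and 100% = no enzyme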
Target sequence (P9WHR9 whole entry, looked up, the tested form may be a part): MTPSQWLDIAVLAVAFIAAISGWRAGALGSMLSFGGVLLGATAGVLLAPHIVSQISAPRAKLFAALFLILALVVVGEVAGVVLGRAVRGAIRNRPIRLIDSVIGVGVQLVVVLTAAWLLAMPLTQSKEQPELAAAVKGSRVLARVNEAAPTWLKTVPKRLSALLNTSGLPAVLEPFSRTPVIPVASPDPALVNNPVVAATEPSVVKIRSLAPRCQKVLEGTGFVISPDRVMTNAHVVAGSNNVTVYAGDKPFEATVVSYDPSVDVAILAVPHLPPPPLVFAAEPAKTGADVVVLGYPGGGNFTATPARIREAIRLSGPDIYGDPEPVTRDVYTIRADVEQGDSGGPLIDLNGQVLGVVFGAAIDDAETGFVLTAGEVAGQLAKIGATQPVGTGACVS
MazEF act = activators of E. coli MazEF toxin-antitoxin RNase, primary screen, biochemical, fluorescence, uHTS | activation, % at 20 µM | 350,000 compounds, 0.32% hits | AID 504720, 2011 | FAM/BHQ RNA-DNA oligo cleavage fluorescence, 5 h | Endoribonuclease toxin MazF (Escherichia coli (strain K12)), P0AE70; in the data active means activation above about 50%
Target sequence (P0AE70 whole entry, looked up): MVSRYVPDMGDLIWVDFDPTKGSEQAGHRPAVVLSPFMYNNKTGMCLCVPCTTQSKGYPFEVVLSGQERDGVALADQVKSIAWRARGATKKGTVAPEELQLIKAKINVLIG
CCHFV vOTU inh = CCHFV vOTU protease inhibitors, primary screen, biochemical, Pep-AMC substrate, fluorescence | Crimean-Congo hemorrhagic fever virus L polyprotein viral ovarian tumor (vOTU) protease … | inhibition, % at 11.5 µM | 370,000 compounds, 0.55% hits | AID 651958, 2012; in the data active means inhibition above about 30%; further: 0% = vehicle wells with enzyme and 100% = no enzyme wells
TcdB inh = TcdB glycohydrolase inhibitors, primary screen, biochemical, single point, plate reader. 350,000 compounds, 0.24% hits. inhibition, % at 9.99 µM. TcdB glycohydrolase enzymatic assay; in the data active means inhibition above about 10%
VHR inh abs = VHR1 phosphatase inhibitors, primary screen, biochemical, absorbance, uHTS. Dual specificity protein phosphatase 3 (Homo sapiens), P51452. recombinant VHR phosphatase, pNPP absorbance. inhibition, % at 13.3 µM. 290,000 compounds, 0.52% hits. AID 1654, 2009; in the data active means inhibition above about 50%; further: some compounds called inactive have numbers as strong as hits
Target sequence (P51452 whole entry, looked up): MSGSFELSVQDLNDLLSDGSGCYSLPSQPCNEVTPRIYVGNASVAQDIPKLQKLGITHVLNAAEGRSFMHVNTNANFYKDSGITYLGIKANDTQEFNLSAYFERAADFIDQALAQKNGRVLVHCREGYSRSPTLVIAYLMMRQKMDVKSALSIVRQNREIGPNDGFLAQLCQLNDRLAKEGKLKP
BH1578 lux ind = inducers of Vibrio cholerae quorum light production without autoinducers, primary screen, BH1578 luxS cqsA deficient, single point; 350,000 compounds, 0.16% hits; V. cholerae BH1578 lux reporter, luminescence, 6 h; activation, % at 18.7 µM; in the data active means activation mostly above about 9.7%, no sharp cut-off; further: not every result past the cut was called active; inactives centre near 0; reference of the scale not given here
3CLpro inhibitor = SARS-CoV 3CLpro protease inhibitors, primary screen, biochemical, quenched FRET | Replicase polyprotein 1ab (Severe acute respiratory syndrome coronavirus), P0C6X7 | recombinant SARS-CoV 3CLpro, quenched FRET peptide cleavage | inhibition, % at 6 µM | 290,000 compounds, 0.14% hits; in the data active means inhibition above about 12%
PrPC surface inh = inhibitors of human cell surface prion protein PrPC, primary screen, cell-based, TR-FRET. inhibition, % at 13.8 µM. 370,000 compounds, 0.43% hits. Major prion protein (Homo sapiens), P04156. TR-FRET read-out. AID 720596, 2013; in the data active means inhibition above about 24%; further: 0% = median of the test wells and 100% = reference compound wells
Y pestis TopoI = Yersinia pestis topoisomerase I inhibitors, primary screen, biochemical, cleavage product accumulation, plate reader, single point; DNA topoisomerase I (Yersinia pestis CO92); Y. pestis Topo-I cleavage product accumulation; activity, % at 10 µM; 360,000 compounds, 0.064% hits; AID 504884, 2011; in the data active means activity above about 50%, passing the limit was not always enough; further: inactives centre near 2
* marks the source's active call; other numbers are inactive results; i = inactive; · = not tested or not shown; & = joins results of further samples. These rows are one share of the data. The share of hits here may be higher or lower than overall.

SMILES | SSB-PriA inh | Rv3671c protease | MazEF act | CCHFV vOTU inh | TcdB inh | VHR inh abs | BH1578 lux ind | 3CLpro inhibitor | PrPC surface inh | Y pestis TopoI
COc1cc2c(c(OC)c1O)-c1ccc(OC)c(=O)cc1C(NC(=O)C(F)(F)F)CC2 (stereo unspecified) | -14 | · | 8 | 11 | -11 | · | i | · | -11 | 0
COc1ccc(C)c2sc(N3CCCC3)nc12 | -22 | 6 | 0 | -4 | · | 1 | 28* | -3 | 0 | -9
CCCS(=O)(=O)Nc1cc(C(F)(F)F)ccc1OCCOC | -3 | 3 | -4 | 1 | · | 13 | i | 0 | -1 | -14
COc1ccc(CC(=O)NNC(=O)CSc2ccc(C)cc2)cc1 | -4 | 10 | 6 | -13 | 0.7 | -3 | i | -3 | -4 | 4
CC1CCN(C(=O)Cn2nc(C(F)(F)F)c3c2CCCC3)CC1 | -6 | -9 | 2 | 7 | · | 2 | -0.5 | -2 | 6 | -4
COc1ccc(CN2CCCC(C(=O)c3ccccc3SC)C2)cc1O (stereo unspecified) | -6 | 8 | -8 | 8 | 1.8 | 9 | -0.3 | -1 | -23 | 6
CCOC(=O)CNC(=O)CSc1ccc2nnc(-c3ccc(F)cc3)n2n1 | -11&-13 | 10 | 0 | 10 | 0.3 | 12 | -0.9 | 2 | 1 | 6
CC(=O)NNC(=O)CSc1nnc(-c2ccccc2)c(-c2ccccc2)n1 | -5 | -1 | -3 | 13 | -1.1 | 17 | 0.7 | 3 | -21 | 0
FC(F)Oc1ccccc1C1CC(c2ccc(Br)s2)Nc2ncnn21 (stereo unspecified) | -8 | 2 | 5 | -1 | · | -4 | -0.2 | 7 | -9 | -1
O=C(COC(=O)c1c(F)cccc1F)c1ccc[nH]1 | -5 | -3 | 7 | · | · | 29 | · | -2 | · | ·
O=C(NCc1ccco1)c1cccnc1-c1nc2ccccc2s1 | -9 | -8 | 3 | -1 | · | 28 | -0.2 | -3 | -12 | 1
CC(C)(C)c1ccc(C(=O)NN2CCOCC2)cc1 | 6 | -5 | 0 | -4 | 1.7 | 10 | -1.6 | 1 | 5 | -2
Cc1cccc(NC(=O)CSc2nnc(-c3ccccc3)n2N)c1C | -5 | 0 | 3 | 0 | · | 22 | i | -5 | 0 | 3
CCc1ccc(CCC(=O)Nc2ncc(Cc3ccccc3Cl)s2)o1 | 0 | -12 | 0 | 4 | 0.7 | 60* | i | 0 | 17 | 10
COc1cc(CCC(=O)OCC(=O)Nc2ccccc2C(C)C)cc(OC)c1OC | -7 | -7 | 0 | -4 | · | 28 | i | 2 | 0 | -4
CN(c1ccccc1)c1nc(N)c(C#N)c(CC#N)c1C#N | -19 | -3 | 4 | -10 | · | 18 | i | 6 | 2 | 8
NC(=O)[C@@H]1CC2(CC(c3cccc(NC(=O)COc4ccc(Cl)cc4)c3)=NO2)CN1C(=O)c1ccccc1 (stereo partly specified) | 5 | -12 | 0 | 8 | 1.2 | 11 | 0.6 | · | 8 | 21
Cc1cc(C)c2nc(C)cc(N/N=C/c3ccc(O)cc3)c2c1 | · | 12 | -10 | -1 | 16* | 11 | 1.0 | -40 | -9 | -5
O=C(Cn1c(C(F)(F)F)nc2ccccc21)Nc1ccccc1C(=O)O | -12 | 5 | 5 | 5 | 1.9 | 13 | -0.2 | 3 | -2 | 5
Cc1ccc(N=C2SCCCN2C(=O)c2ccco2)cc1Cl | 3 | -1 | 2 | 6 | · | 15 | i | 0 | 9 | 8
COc1ccc(CNS(=O)(=O)c2ccc3c(c2)NC(=O)C(C)S3)cc1 (stereo unspecified) | 7 | -5 | -9 | 15 | 1.5 | 44 | 0.2 | 1 | -2 | 1
O=C(Cn1nc2ccccc2n1)N/N=C/c1cc(Cl)cc([N+](=O)[O-])c1O | · | · | 0 | -7 | 1.0 | 23 | -0.1 | 6 | -5 | 2
Fc1cccc(Cl)c1/C=N/Nc1c(Cl)cncc1Cl | i | -10 | 12 | 12 | 0.2 | -11 | 1.6 | -6 | 0 | 6
CC(C)(C)c1o[nH]c(=O)c1CC(N)C(=O)O (stereo unspecified) | -5 | 2 | 3 | 11 | 0.1 | · | -2.8 | · | 9 | 6
CN(Cc1cn[nH]c1-c1ccc(-c2ccccc2)cc1)CC1CCOCC1 | -7 | 9 | 1 | -3 | 0.7 | 19 | -5.6 | 0 | -10 | 4

The final three records of the section before lead into the next.
SMILES | SSB-PriA inh | Rv3671c protease | MazEF act | CCHFV vOTU inh | TcdB inh | VHR inh abs | BH1578 lux ind | 3CLpro inhibitor | PrPC surface inh | Y pestis TopoI
Fc1cccc(Cl)c1/C=N/Nc1c(Cl)cncc1Cl | i | -10 | 12 | 12 | 0.2 | -11 | 1.6 | -6 | 0 | 6
CC(C)(C)c1o[nH]c(=O)c1CC(N)C(=O)O (stereo unspecified) | -5 | 2 | 3 | 11 | 0.1 | · | -2.8 | · | 9 | 6
CN(Cc1cn[nH]c1-c1ccc(-c2ccccc2)cc1)CC1CCOCC1 | -7 | 9 | 1 | -3 | 0.7 | 19 | -5.6 | 0 | -10 | 4
CCOc1ccccc1CNCCOC | -11 | -8 | 3 | -3 | -0.6 | 26 | -0.2 | 0 | 1 | -2
CCCC[N+]1(C)C2CC(OC(=O)C(CO)c3ccccc3)CC1C1OC12 (stereo unspecified) | 1 | -2 | -2 | -2 | -0.5 | -1 | -0.7 | · | 2 | 0
O=C(Nc1nnc(SCc2ccccc2)s1)c1cccc([N+](=O)[O-])c1 | -5 | -3 | -2 | 2 | 7.2 | 8 | -0.3 | -3 | -7 | -2
CC1=C(C(=O)NC2CCCCC2C)C2(CCC(C)CC2)OC1=O (stereo unspecified) | 1 | -3 | 11 | -1 | 1.4 | -6 | -0.6 | 5 | 7 | 0
CCOc1ccc(S(=O)(=O)Nc2ccc3c(c2)n(C)c(=O)n3C)cc1 | -12 | -2 | 2 | 4 | 1.3 | 28 | -0.2 | -4 | 14 | 10
O=C(CSc1nc2ccccc2s1)N/N=C/c1ccc(C(=O)O)cc1 | · | -6 | 1 | -10 | -1.3 | 16 | 0.0 | 1 | -1 | 7
CCc1ccc(CN(C)CC(=O)Nc2ccc(S(=O)(=O)N3CCOCC3)cc2)cc1 | -1 | 1 | 6 | -6 | 0.9 | · | -2.0 | · | 11 | 23
O=C(Nc1ccccc1)c1cccn(Cc2ccccc2)c1=O | -15 | 6 | 3 | 5 | 5.6 | -9 | -0.2 | 2 | 0 | -6
COc1ccc2cc1Oc1ccc(cc1)C[C@H]1c3cc(c(OC)cc3CCN1C)Oc1c(OC)c(OC)cc3c1[C@H](C2)N(C)CC3 | 15 | 4 | 3 | 5 | 0.1 | 15 | -3.0 | · | -15 | -3
OC1CN=C2C=CC=CN2C1 (stereo unspecified) | 2 | -1 | 2 | -7 | · | 22 | 0.5 | -1 | 4 | -4
CCOc1ccc(NC(=O)C2CCN(C(=O)NC3CCCCC3)CC2)cc1 | -1 | 0 | -4 | -10 | · | 12 | -0.2 | -2 | -3 | -3
O=C(c1cccc(C(F)(F)F)c1)N1CCC2(CC1)NCCc1[nH]cnc12 | 1 | -1 | 11 | 0 | -0.6 | -9 | -2.0 | 2 | -4 | 8
CC1CCCN(c2ccc(C(=O)NCc3ccc4c(c3)OCO4)cc2[N+](=O)[O-])C1 (stereo unspecified) | 33 | -15 | 4 | 31* | · | -12 | i | 4 | -7 | 29
O=C(CSc1ccc(-c2ccco2)nn1)N1CCCCC1 | -2 | -7 | -9 | 12 | -0.4 | -3 | -0.7 | 0 | 2 | 1
CC(C)(C)c1ccc(NC(=O)NC2CCCc3ccccc32)cc1 (stereo unspecified) | -7 | -4 | 10 | -8 | 0.9 | 14 | i | 5 | 5 | -9
CCCNC(=O)C1(C)CCN(Cc2ccc(-c3ccccc3)o2)C1 (stereo unspecified) | · | · | · | -7 | -0.9 | · | -0.3 | · | 1 | 9
CCc1cccc(CC)c1NC(=O)c1cccc(N)c1 | -6 | 0 | 7 | -4 | · | 56* | -0.3 | -3 | 4 | 7
COc1cc(C(=O)O/N=C2\C=CC(=O)C=C2C)cc(OC)c1OC | · | 7 | 2 | -5 | 2.6 | 13 | -0.2 | 3 | -10 | -13
CC1SCC(=O)N(CC(=O)Nc2ccc3c(c2)OCCO3)C1=O (stereo unspecified) | -6 | 0 | 12 | -5 | -0.5 | -3 | i | -1 | -7 | 7
COCCCNc1nc(-c2ccncc2)nc2ccccc12 | -7 | 1 | 4 | 10 | · | 7 | i | -7 | -6 | 3
N#Cc1ccc(-c2cccs2)nc1SCc1cccnc1 | -6 | -2 | 1 | -22 | 0.1 | -7 | -0.6 | 1 | 15 | 14
O=C(CCn1c2c(c3ccccc31)CCCC2)NNC(=O)c1ccccc1[N+](=O)[O-] | 6 | -1 | 0 | -2 | · | -25 | -0.4 | 5 | -6 | 5
CCn1c(=O)c(C(=O)CN2CCN(Cc3ccc4c(c3)OCO4)CC2)c(N)n(Cc2ccccc2)c1=O | -4 | 9 | 1 | 7 | 1.1 | 45 | -0.1 | 4 | -8 | 14
O=C1C2CCN(CC2)C1Cc1ccc(OCCOc2ccccc2)cc1 (stereo unspecified) | 6 | 0 | -13 | 2 | · | 13 | -0.1 | -1 | 3 | -3
CN(CCO)c1c2c(nc3cc(-c4cccc(F)c4)nn13)CCCC2 | -17 | -2 | 4 | -1 | · | 18 | -0.3 | 4 | 7 | 17
Further compounds follow:
SMILES | SSB-PriA inh | Rv3671c protease | MazEF act | CCHFV vOTU inh | TcdB inh | VHR inh abs | BH1578 lux ind | 3CLpro inhibitor | PrPC surface inh | Y pestis TopoI
O=C(C1COc2ccccc2O1)N1CCN(c2ccccc2)CC1 (stereo unspecified) | 1 | -1 | 5 | 6 | · | -6 | i | 0 | -2 | 7
COc1ccc(C(=O)Nc2cccc(-c3nc4ncccc4o3)c2C)cc1OC | -11 | -3 | 5 | -3 | · | 21 | -0.1 | -2 | 4 | -4
Cc1noc(C)c1COc1ncnc2ccccc12 | -9 | 1 | 2 | 2 | 1.2 | 10 | i | -2 | 4 | 7
CN1CC(Br)C(=O)NC1=O (stereo unspecified) | -8 | · | -1 | -15 | 0.7 | · | -2.7 | · | 2 | -2
O=c1c2cc(F)ccc2sn1-c1ccccc1 | 7 | -11 | -10 | 5 | -1.0 | · | i | · | 5 | -5
COC(=O)CCSCc1cn2cc(Cl)ccc2n1 | 4 | -1 | 0 | 9 | · | -8 | 4.0 | 2 | 0 | 2
CN(CC(=O)Nc1cccc(F)c1)C(=O)c1cc(-c2ccco2)nc2ccccc12 | 12 | 1 | -18 | -113 | 0.5 | · | -1.8 | · | -8 | 1
Clc1cccc(/C=N\Nc2nccs2)c1 | · | 0 | 1 | 20 | -5.0 | 15 | -0.2 | 1 | 15 | -11
Cc1ccc(NC(=O)CSc2ncn[nH]2)cc1 | -14 | -3 | 2 | -19 | 0.5 | 14 | -1.9 | 2 | 5 | 9
CCN(Cc1ccncc1)C(=O)c1ccc(C)c(S(=O)(=O)N2CCCCC2)c1 | -5 | 4 | 1 | -5 | -0.2 | · | -2.9 | · | 2 | -1
NC(=O)c1oc2ccccc2c1NC(=O)C1CCCCC1 | -14 | 4 | 8 | 8 | 0.1 | -13 | -0.1 | 1 | -11 | -2
